Calb biofilm kill = clotrimazole potentiators killing Candida biofilms, primary screen, with clotrimazole, Alamar Blue | C. albicans biofilm + clotrimazole | inhibition, % at 6 µM | actives 0.14% (n = 85,000);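 active = inhibition above 20%; inactive = inhibition below 20%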;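 also: preformed 24 hr biofilms exposed to compound for 48 hr; 0% = biofilm without compound and 100% = blank killed by clotrimazole plus chlorhexidine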
HUVEC tox IL1B = cytotoxicity in IL-1B stimulated HUVEC, primary screen, cytotoxicity control for IL-1B NFkB translocation project, imaging, Hoechst nuclear count, IL-1B stimulus; cell count reduction, % at 2 µM; actives 0.41% (n = 94,000); AID 845, 2007; HUVEC cell count loss;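 active = cell count reduction more than 3 SD above the screen-wide mean, cut at about 70% in these data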;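 also: normalized per plate to untreated control cells as the no-loss baseline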
TNFa cytotox = cytotoxicity in TNFa-stimulated HUVEC, primary screen, cytotoxicity control for VCAM1 expression modulator project, imaging, Hoechst nuclei count | actives 0.17% (n = 93,000) | AID 848, 2007 | cell count reduction, % at 2 µM | HUVEC TNFalpha-stimulated, Hoechst cell count;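 active = cell count reduction exceeding the screen mean by over 5 SD, scaled to untreated wells per plate, cut at about 78% in these data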;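 also: cells counted after 24 h of TNF alpha exposure following the 1 h pretreatment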
CYP2C19 act = human CYP2C19 activators, primary screen, biochemical, luminescence; Cytochrome P450 2C19 (Homo sapiens), P33261; recombinant CYP2C19, luciferin-H EGE luminescence; stronger effect = higher value; 0 = fully inhibited enzyme, 1 = untreated enzyme; activation factor at 5 µM; 96,000 tested, under 10 active;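 active = activation factor of at least 2 at 5 µM in the primary screen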;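 also: 0 = wells with 2.5 mM tranylcypromine and 1 = vehicle-only wells; values of inactives mirror those of a sister screen read the other way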
CYP2C9 inhib = blockers of cytochrome P450 2C9 activity – biochemical, luminescence, ADME assay, primary screen | P11712 | CYP2C9 Supersomes, luciferin-H conversion | inhibition, % at 5 µM | actives 20% (n = 96,000);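 active = blocking of liver enzyme CYP2C9 beyond about 50% at 5 µM, limit read from the data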; also: values of inactives mirror those of a sister screen read the other way
Target sequence (P11712 whole entry, looked up): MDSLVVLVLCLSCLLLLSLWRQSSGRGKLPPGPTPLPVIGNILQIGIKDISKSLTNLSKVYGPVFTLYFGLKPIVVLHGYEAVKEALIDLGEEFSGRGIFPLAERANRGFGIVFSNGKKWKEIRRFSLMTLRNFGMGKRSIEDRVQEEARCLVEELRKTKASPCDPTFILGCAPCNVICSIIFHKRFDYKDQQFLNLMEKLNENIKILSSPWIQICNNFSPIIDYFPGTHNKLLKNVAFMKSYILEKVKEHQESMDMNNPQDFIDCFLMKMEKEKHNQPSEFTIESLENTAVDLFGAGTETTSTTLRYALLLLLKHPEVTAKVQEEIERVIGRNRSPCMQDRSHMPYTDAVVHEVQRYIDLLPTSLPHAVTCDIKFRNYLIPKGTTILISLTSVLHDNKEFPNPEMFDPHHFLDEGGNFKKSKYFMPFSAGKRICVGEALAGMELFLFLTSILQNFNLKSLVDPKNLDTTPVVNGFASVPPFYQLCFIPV
CYP2C19 inh = blockers of cytochrome P450 2C19 activity – biochemical, luminescence, ADME assay, primary screen; P33261; CYP2C19 Supersomes, luciferin-H EGE luminescence, 30 min; inhibition, % at 5 µM; actives 21% (n = 96,000); AID 778, 2007;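 active = CYP2C19 inhibition above a set limit at 5 µM in the primary screen, cut at about 50% in these data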;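 also: plate controls were negative control wells for no effect and 2.5 mM tranylcypromine positive control for full effect; values of inactives mirror those of a sister screen read the other way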
hDAT+cocaine = changed hDAT dopamine uptake under cocaine IC80, either direction, primary screen, cocaine antagonist project, cell-based, LLC-PK1 hDAT, [14C]-dopamine uptake, MLSMR; B-score at 10 µM; LLC-PK1 hDAT cells, [14C]-dopamine uptake with cocaine IC80; actives deviate in either direction; actives 1.3% (n = 110,000); AID 449768, 2010;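 active = Z score or B-score, a plate-position-corrected score, falls beyond the plate's 99.7% confidence bounds, in either direction; inactive = both scores lie inside the 99.7% bounds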;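 also: scored against the spread of the other compound wells on the same plate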
Target sequence (Q01959 whole entry, looked up): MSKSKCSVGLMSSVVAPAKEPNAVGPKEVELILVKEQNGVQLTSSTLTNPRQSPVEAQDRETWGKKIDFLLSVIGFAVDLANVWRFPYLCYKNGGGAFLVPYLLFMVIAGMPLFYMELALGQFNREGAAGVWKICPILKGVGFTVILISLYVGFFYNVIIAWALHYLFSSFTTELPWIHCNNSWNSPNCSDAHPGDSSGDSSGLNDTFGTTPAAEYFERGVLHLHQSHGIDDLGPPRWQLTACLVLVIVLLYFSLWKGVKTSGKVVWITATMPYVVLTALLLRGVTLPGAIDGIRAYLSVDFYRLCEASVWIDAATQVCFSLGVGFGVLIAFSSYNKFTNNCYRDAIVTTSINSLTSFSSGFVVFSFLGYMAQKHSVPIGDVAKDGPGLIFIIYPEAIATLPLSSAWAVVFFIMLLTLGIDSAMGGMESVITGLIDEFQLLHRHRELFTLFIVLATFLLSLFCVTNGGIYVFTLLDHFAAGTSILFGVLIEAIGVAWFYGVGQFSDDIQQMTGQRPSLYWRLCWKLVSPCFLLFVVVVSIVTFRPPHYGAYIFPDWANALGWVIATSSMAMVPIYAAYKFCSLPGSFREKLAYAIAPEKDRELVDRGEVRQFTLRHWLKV
CYP2C9 activ = human CYP2C9 activators, primary screen, biochemical, luminescence; actives 1.4% (n = 96,000); recombinant CYP2C9, luciferin-H conversion; stronger effect = higher value; factor 1 = untreated enzyme, 0 = blocked; Cytochrome P450 2C9 (Homo sapiens), P11712; activation factor at 5 µM;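 active = activation factor of 2 or more for CYP2C9 at a 5 µM dose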;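 also: 0 = sulfaphenazole-blocked wells and 1 = vehicle-only wells; values of inactives mirror those of a sister screen read the other way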
VCAM1 TNFa inh = inhibitors of TNFa-induced VCAM1 expression, primary screen, imaging, HUVEC, TNFa stimulus, immunofluorescence; HUVEC TNFa-induced VCAM-1 immunofluorescence, high-content imaging; AID 802, 2007; actives 0.48% (n = 95,000); inhibition, % at 2 µM;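 active = inhibition above the batch mean plus 3 SD, with images confirmed as a hit by eye, cut at about 37% in these data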;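 also: 0% = TNF-stimulated DMSO wells and 100% = unstimulated control wells; not every result past the cut was called active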
The depositor's hits bear a star; . = no result given.

SMILES | Calb biofilm kill | HUVEC tox IL1B | TNFa cytotox | CYP2C19 act | CYP2C9 inhib | CYP2C19 inh | hDAT+cocaine | CYP2C9 activ | VCAM1 TNFa inh
O=C(NCCc1ccncc1)Nc1cccc(Cl)c1 | 5 | -4 | -22 | 0 | 98* | 98* | -0.38 | 0 | 2
CCOCCCNC(=O)C1CCN(S(=O)(=O)N(CC(C)C)CC(C)C)CC1 | -3 | . | . | 0.8 | 30 | 23 | -0.32 | 0.7 | .
Cc1cc(Cl)c(S(=O)(=O)NCC2CCCO2)cc1OCC(N)=O (stereo unspecified) | 5 | -6 | 7 | 1 | -11 | 1 | 0.0058 | 1.1 | -26
CS(=O)(=O)N1CCc2cc(-c3csc(NC(=O)Cc4ccccc4)n3)ccc21 | 0 | -34 | -18 | . | . | . | -0.84 | . | 1
Cc1cc(C)c(-n2c(O)c(C=NCCN3CCOCC3)c(=O)[nH]c2=O)c(C)c1 | 6 | 1 | -8 | 1.1 | -17 | -14 | -0.13 | 1.2 | 3
O=C(C1CCN(S(=O)(=O)c2cccnc2)CC1)N1CCN(c2ccccc2Cl)CC1 | 6 | -10 | -15 | 1.2 | -19 | -16 | -0.78 | 1.2 | 0
CCn1c(=O)cc(SCC(=O)Nc2cc(OC)c(OC)c(OC)c2)c2ccccc21 | 8 | -7 | -22 | 0.2 | -188 | 77* | 1.3 | 2.9* | 9
CN(CC(=O)NCCN1CCN(c2ccccc2)CC1)S(=O)(=O)c1ccc2c(c1)CCC(=O)N2 | 8 | 5 | 10 | 1 | 10 | 3 | 0.045 | 0.9 | -10
Cc1nnc(SCCn2c(N(C)Cc3ccccc3)nc3c2c(=O)[nH]c(=O)n3C)s1 | 4 | 26 | 15 | 1 | 9 | -4 | 0.55 | 0.9 | 12
Cc1nn(Cc2ccc(Cl)c(Cl)c2)c(C)c1NC(=O)c1cc(C2CC2)on1 | 7 | . | . | 0.1 | 97* | 95* | 1.2 | 0 | .
COc1ccc(C2=NN(CN3C(=O)C(=O)c4ccccc43)C(c3ccc(Br)cc3)C2)cc1 (stereo unspecified) | 2 | -24 | -10 | 0.8 | 35 | 20 | -0.22 | 0.7 | -6
C=CCOc1nc2c(c(=O)n(Cc3ccc(Cl)c(Cl)c3)c(=O)n2C)n1C | 4 | -27 | -31 | . | . | . | 0.01 | . | -16
O=C1CC(NCc2ccncc2)C(=O)N1c1ccccc1 (stereo unspecified) | -1 | -8 | 6 | 0.1 | 91* | 94* | -0.45 | 0.1 | 7
Cc1cc(C)c2nc(N3CCC(C(=O)N4CCN(C(=O)c5ccco5)CC4)CC3)sc2c1 | 4 | -1 | -7 | 0.5 | 52* | 52* | 3.7* | 0.5 | 17
CCOc1ccccc1NC(=O)NC1CCN(CC(=O)Nc2ccc3c(c2)OCCO3)CC1 | 5 | -6 | -9 | 0.4 | 36 | 59* | -0.17 | 0.6 | -5
CCOc1nc(-c2ccccc2)ccc1-c1noc(-c2ccncc2)n1 | 5 | . | . | 0.7 | 36 | 27 | -0.87 | 0.6 | .
CCN(CC)c1ccc(-c2nn3c(-c4ccccc4OC)nnc3s2)cc1 | 5 | 71* | 72 | 0.8 | 30 | 15 | 0.79 | 0.7 | 97*
O=C(NC1=NCCS1)c1ccc(-c2ccc(Cl)cc2)o1 | 4 | 12 | -23 | 0.8 | 16 | 23 | -0.71 | 0.8 | 0
O=C(NCc1ccco1)c1n[nH]c(=O)c2ccccc12 | 1 | -10 | -16 | 1 | 11 | 4 | 1.1 | 0.9 | 6
CC(=O)c1ccc(N2CCC(c3cc(-c4ccc(Cl)cc4Cl)n[nH]3)CC2)c([N+](=O)[O-])c1 | . | 21 | -2 | 0.5 | 59* | 51* | 0.81 | 0.4 | 0
O=C(NCC(F)(F)F)Nc1nnc(C(F)(F)F)s1 | 1 | -12 | -35 | 1.3 | -13 | -26 | -1.6 | 1.1 | -10
Cc1cccc(-c2nc(C#N)c(NC3CCCCC3)o2)c1 | 1 | -32 | -30 | 1.1 | 0 | -7 | 0.85 | 1 | -4
Cc1cccc(C)c1OCC(O)Cn1c2ccccc2c2ccccc21 (stereo unspecified) | . | -38 | -1 | 0.5 | 75* | 49 | -0.061 | 0.2 | 4
CC(NC(=O)Cn1c(NCCO)nc2ccccc21)c1ccccc1 (stereo unspecified) | 3 | -3 | -22 | 0.7 | 31 | 28 | -0.96 | 0.7 | 2
CN1CCc2c(sc3c2c(=O)n(-c2ccc(Cl)cc2)c2nncn32)C1 | 6 | -12 | 11 | 0.9 | 0 | 14 | 0.7 | 1 | 1
COc1cc2[nH]c(=S)n(CC3CCCO3)c(=O)c2cc1OC (stereo unspecified) | 7 | -42 | -1 | 1 | 22 | 0 | 1 | 0.8 | 11
N#Cc1c(NC(=O)CSc2nc3c(c(C(F)(F)F)n2)CCc2ccccc2-3)sc2c1CCCC2 | . | -8 | -12 | 1 | 42 | -2 | -0.17 | 0.6 | 2
CCCCCc1ccc(-c2ccc(=O)[nH]n2)cc1 | 8 | -32 | 18 | 1.1 | -4 | -9 | . | 1 | 79*
CC1=C(C(=O)Nc2ccccc2)C(c2ccco2)NC(=O)N1 (stereo unspecified) | 3 | -3 | -26 | . | . | . | -0.73 | . | -4
Cc1cc(NC(=O)Cn2nnc3sc4c(c3c2=O)CCC(C(C)(C)C)C4)no1 (stereo unspecified) | . | -14 | -29 | 0.7 | 57* | 32 | 0.44 | 0.4 | -4
O=C(C(c1ccccc1)c1ccccc1)N1CCN(CC(O)COc2ccccc2)CC1 (stereo unspecified) | 6 | . | . | 0.6 | 66* | 42 | 0.041 | 0.3 | .
COc1ccc(C(=O)Nc2cccc([N+](=O)[O-])c2)cc1Br | . | 0 | -12 | . | . | . | -0.4 | . | -6
CC(C)c1ccc(NC(=O)N2CCC(c3nc4ccccc4o3)CC2)cc1 | 6 | -11 | -29 | 0.9 | 27 | 13 | -0.94 | 0.7 | -11
CCc1ccc2c(c1)c(N=NC1=NC(=O)CS1)c(O)n2C | . | 19 | 2 | 1 | 3 | 4 | . | 1 | 22
CCOC(=O)C(NCc1ccccc1OC)(NC(=O)CC)C(F)(F)F (stereo unspecified) | 1 | -3 | -8 | 0.7 | 4 | 31 | -0.39 | 1 | -7
CCOc1ccc(OCC)c(NC(=O)C2CCN(S(=O)(=O)c3cnc[nH]3)CC2)c1 | 1 | -34 | -6 | 0.6 | 84* | 37 | 1.8 | 0.2 | -7

Retrieved by compound from above:
SMILES | Calb biofilm kill | HUVEC tox IL1B | TNFa cytotox | CYP2C19 act | CYP2C9 inhib | CYP2C19 inh | hDAT+cocaine | CYP2C9 activ | VCAM1 TNFa inh
Cc1cc(NC(=O)Cn2nnc3sc4c(c3c2=O)CCC(C(C)(C)C)C4)no1 (stereo unspecified) | . | -14 | -29 | 0.7 | 57* | 32 | 0.44 | 0.4 | -4
O=C(C(c1ccccc1)c1ccccc1)N1CCN(CC(O)COc2ccccc2)CC1 (stereo unspecified) | 6 | . | . | 0.6 | 66* | 42 | 0.041 | 0.3 | .
CCCCCc1ccc(-c2ccc(=O)[nH]n2)cc1 | 8 | -32 | 18 | 1.1 | -4 | -9 | . | 1 | 79*

(cont.)
SMILES | Calb biofilm kill | HUVEC tox IL1B | TNFa cytotox | CYP2C19 act | CYP2C9 inhib | CYP2C19 inh | hDAT+cocaine | CYP2C9 activ | VCAM1 TNFa inh
Cc1onc(-c2ccccc2)c1C(=O)NCc1ccc2c(c1)OCO2 | 8 | 8 | 3 | 0.1 | 57* | 92* | 0.18 | 0.4 | 0
CCSc1nnc(NC(=O)c2cccnc2)s1 | 10 | -20 | -29 | 1 | 19 | -3 | 0.62 | 0.8 | -5
CN(C)S(=O)(=O)N1CCC(c2ccc(F)cc2)C(COc2ccc3c(c2)OCO3)C1 (stereo unspecified) | -5 | -10 | -13 | 0.2 | 95* | 79* | -0.17 | 0.1 | 9
Oc1ccc(-c2nc3ncccn3c2Nc2ccc3c(c2)OCO3)cc1 | 2 | 2 | -14 | 0.6 | 59* | 44 | -0.29 | 0.4 | 2
O=C(Nc1ccccc1C(=O)O)c1ccccc1 | 6 | -13 | -6 | 1 | 38 | 5 | -0.35 | 0.6 | -4
CCc1ccc2nc3n[nH]c(N)c3cc2c1 | . | -45 | -3 | 0.8 | -3 | 21 | -0.24 | 1 | 36
Cc1cc(C)cc(N(C(=O)Cn2nnc3ccccc32)C(C(=O)NCc2ccco2)c2ccncc2)c1 (stereo unspecified) | -4 | 31 | -9 | 0.7 | 13 | 33 | 0.18 | 0.9 | 16
CCCCn1c(SCc2ncc(-c3ccccc3)o2)nc2cc(S(N)(=O)=O)ccc21 | 8 | -20 | 10 | 0.8 | 54* | 25 | 0.96 | 0.5 | 3
COc1cc2[nH]c(=O)c(C(=O)NCCCN3CCCCC3)c(O)c2cc1OC | -3 | 1 | 4 | 0.5 | 28 | 52* | 0.64 | 0.7 | 7
Clc1ccc(-c2nnc3n2CCCS3)cc1 | . | -1 | -12 | 1.1 | -11 | -11 | -0.37 | 1.1 | 2
COc1ccc(CN2CC(C(=O)NCCN3CCN(c4ccccc4F)CC3)CC2=O)cc1 (stereo unspecified) | 2 | -19 | -17 | 1.1 | -10 | -6 | -0.0059 | 1.1 | 17
CCC(CC)C1C(C#N)=C(N)Oc2n[nH]c(C)c21 (stereo unspecified) | 2 | 15 | 19 | 0.2 | 57* | 82* | -1.7 | 0.4 | 10
COc1ccc(C(=O)Nc2cc(C(F)(F)F)ccc2-n2cncn2)cc1 | 1 | 8 | -17 | 0.6 | 20 | 37 | . | 0.8 | -6
Cc1cc(NC(=O)CCC(=O)N(c2ccccc2)C(C(=O)NC2CCCCC2)c2cccs2)no1 (stereo unspecified) | -2 | -25 | -46 | . | . | . | -0.83 | . | -2
O=C(Cn1cnc2ccccc2c1=O)NC1CCCc2ccccc21 (stereo unspecified) | 5 | 14 | -27 | 1 | 4 | 0 | -0.015 | 1 | 7
COc1ccc(S(=O)(=O)N2CCN(C(=O)c3cccs3)CC2)cc1 | 1 | -8 | 23 | 0.1 | 50 | 94* | 0.59 | 0.5 | 6
O=c1sc2ccccc2n1CCCOc1ccccc1 | 6 | -30 | -8 | 0.5 | 62* | 47 | -0.52 | 0.4 | 4
COC(=O)c1ccc(Cl)c(NC(=O)c2ccc(-c3ccccc3)cc2)c1 | . | -6 | -8 | 1 | -82 | -2 | -1.2 | 1.8 | 10
C/C(=N/NC(=O)c1ccccn1)c1ccco1 | . | 9 | -4 | 0.4 | 19 | 57* | -0.003 | 0.8 | -13
CCc1nc(N[C@H](C(=O)O)C(C)CC)c2oc3ccccc3c2n1 (stereo partly specified) | 3 | -15 | -24 | 0.8 | -2 | 20 | 1.4 | 1 | 6
N#C/C(=C/c1ccc(Sc2nc3ccccc3[nH]2)o1)c1cccc(Br)c1 | 7 | -9 | 12 | 0 | 97* | 96* | 0.89 | 0 | 5
CCN(CC)CCOc1ccc2nc(N(C)C)sc2c1 | . | -33 | -26 | 0.9 | 8 | 10 | -0.18 | 0.9 | -22

Compound activity (PubChem)
